S2 tox – Viability Counterscreen for Primary qHTS for Inhibitors of ATXN expression | Potency, µM (top dose mostly 56.7 µM), usual class: cytotoxic | S2 cells (HEK-293 line with an ATXN2-luciferase reporter) viability, CellTiter-Fluor protease fluorescence, 24 h | 400,000 tested, 0.49% active | AID 651635, 2014; also: potency is read from the fitted curve at half-maximal effect; nearly all actives have a fitted effect of over 40% in size
IL-2 act – qHTS of IL-2 Activators; IL-2 activation reporter assay, cell-based qHTS; stimulated with anti-CD3/CD4/CD28 beads; in transgenic mouse T cells; activation, % (series mostly up to about 46 µM); 360,000 tested, 0.065% active; AID 652025, 2013; in the data active = activation above about 50%; inconclusive = mostly about 30% to 49%; also: 0% is about no effect
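Unstimulated transgenic mouse T cells; 60-min compound exposure; bead-based TCR/CD4/CD28 stimulation; 18 h culture, 37 degrees C; dual fluorescence (EGFP, DsRed) plate cytometry.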
Nrf2 activator – qHTS of Nrf2 Activators | AID 624171, 2012 | Potency, µM (titrated, usually from 46.1 µM), without a hit: top-dose activation, hits mostly activators | 410,000 tested, 0.31% active | AREc32 ARE-luciferase reporter (MCF7-derived line), luminescence, 24 h; also: potency is read from the fitted curve at half-maximal effect; % of control where 0% means no effect; nearly all actives have a fitted effect of over 65% in size
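Nrf2 activation is followed as ARE-luciferase induction in the AREc32 line after one day of compound treatment; luminescence is read with Steady-Glo.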
Nrf2 block – Nrf2 qHTS screen for inhibitors; 360,000 tested, 2.1% active; A549 ARE-Fluc reporter, luciferase luminescence, 18-24 h; Potency, µM (series often up to 46 µM), for the others: top-dose activity change, negative = inhibition, most hits filed as inhibitors; also: potency is read from the fitted curve at half-maximal effect; % is scaled to controls: 0 for no effect and ±100 for the full control effect; nearly all actives have a fitted effect of over 60% in size
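Nrf2 activity is the BugLite luminescence, read 15 min after reagent at room temperature, following CellTiter-Fluor cytotoxicity readout (30 min, 37C). Compound titrations were applied for 18-24 h to 5000 A549 ARE_Fluc cells/well in 5% FBS OPTI-MEM.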
ATXN2 expr inh – Primary qHTS for Inhibitors of ATXN expression; HEK-293 ATXN2-luciferase reporter, luminescence, 24 h; Potency, µM (series often up to 57 µM), inactives show at the highest dose activity change, negative = inhibition, actives largely listed as inhibitors; 360,000 tested, 0.72% active; also: potency is read from the fitted curve at half-maximal effect; % is scaled to controls: 0 for no effect and ±100 for the full control effect; nearly all actives have a fitted effect of over 55% in size
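ATXN2-luciferase reporter cells (luciferase flanked by upstream and downstream ATXN2 gene portions) were treated 24 h at 37 °C with compounds at up to 57 uM. SteadyGlo luminescence gave expression; GF-AFC fluorescence gave viability.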
EPAC2 ag – qHTS for Agonist of cAMP-regulated guanine nucleotide exchange factor 4 (EPAC2): primary screen; Potency, µM (doses to about 154 µM), inactives show at the top dose activation, most hits filed as activators; Rap guanine nucleotide exchange factor 4 (Homo sapiens), Q8WZA2; 360,000 tested, 0.079% active; EPAC2 activation, biochemical qHTS; response scale: 100% = 6.5 mM cAMP response; also: potency is read from the fitted curve at half-maximal effect; nearly all actives have a fitted effect of over 50% in size
Target sequence (Q8WZA2 whole entry, looked up): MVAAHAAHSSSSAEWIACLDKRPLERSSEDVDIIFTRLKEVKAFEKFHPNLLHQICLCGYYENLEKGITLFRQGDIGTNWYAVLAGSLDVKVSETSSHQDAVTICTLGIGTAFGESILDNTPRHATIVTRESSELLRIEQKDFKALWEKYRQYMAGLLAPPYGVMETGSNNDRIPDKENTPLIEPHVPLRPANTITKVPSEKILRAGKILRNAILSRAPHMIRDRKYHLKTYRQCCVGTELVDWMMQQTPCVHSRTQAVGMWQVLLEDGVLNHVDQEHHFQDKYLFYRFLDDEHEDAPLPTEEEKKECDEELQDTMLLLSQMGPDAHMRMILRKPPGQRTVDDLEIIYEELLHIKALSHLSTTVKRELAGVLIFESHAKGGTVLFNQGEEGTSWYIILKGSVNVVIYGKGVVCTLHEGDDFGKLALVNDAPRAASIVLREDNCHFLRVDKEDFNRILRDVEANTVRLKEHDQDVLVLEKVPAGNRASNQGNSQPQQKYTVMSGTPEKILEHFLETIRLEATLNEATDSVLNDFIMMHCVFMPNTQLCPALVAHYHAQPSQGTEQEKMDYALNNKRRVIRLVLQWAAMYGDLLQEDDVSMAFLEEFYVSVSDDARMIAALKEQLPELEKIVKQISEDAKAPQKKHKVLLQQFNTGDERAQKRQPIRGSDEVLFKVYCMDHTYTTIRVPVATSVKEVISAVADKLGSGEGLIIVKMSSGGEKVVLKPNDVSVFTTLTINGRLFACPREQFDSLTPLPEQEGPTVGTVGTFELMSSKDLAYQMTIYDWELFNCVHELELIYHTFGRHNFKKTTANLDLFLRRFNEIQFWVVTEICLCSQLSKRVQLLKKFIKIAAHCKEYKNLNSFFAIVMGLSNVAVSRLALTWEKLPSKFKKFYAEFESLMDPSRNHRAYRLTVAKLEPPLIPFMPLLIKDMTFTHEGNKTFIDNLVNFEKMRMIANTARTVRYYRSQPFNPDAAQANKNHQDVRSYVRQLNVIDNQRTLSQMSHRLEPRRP
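EPAC2 (100 nM) mixed with Rap1B loaded with BODIPY-GDP (250 nM) plus 50 uM unlabeled GDP; compounds pinned in, 5 min RT, then read every 5 min for 30 min (ex 480, em 540 nm). Normalized to cAMP control.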
TGFb inhibitor – qHTS for Inhibitors of TGF-b; 410,000 tested, 1.2% active; Potency, µM (highest dose often 46.1 µM), without a hit: at the highest dose activity, negative = inhibition, hits mostly inhibitors; AID 588855, 2011; HepG2 CAGA-GFP TGF-b/SMAD3 reporter, GFP fluorescence, 18 h; TGF-beta stimulated, 500 pg/mL final; also: potency is read from the fitted curve at half-maximal effect; % is scaled to controls: 0 for no effect and ±100 for the full control effect; nearly all actives have a fitted effect of over 65% in size
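Inhibition of TGF-beta-driven CAGA-GFP reporter expression in HEPG2 cells is measured by cellular GFP fluorescence after 18 h stimulation with 500 pg/mL recombinant TGF-beta in 1% FBS medium at 37 degrees C.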
HepG2 tox – qHTS for Inhibitors of TGF-b: Cytotox Counterscreen; HepG2 CAGA-GFP viability, ATP luminescence, 18 h; Potency, µM (top dose mostly 46.1 µM), for inactives: top-dose activity change, negative = cytotoxicity, hits mostly cytotoxic; 410,000 tested, 0.76% active; also: potency is read from the fitted curve at half-maximal effect; some results filed as inactive show a strong effect at the top dose
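HepG2 CAGA-GFP cells (1000/well, DMEM with 1% FBS) received compound, then TGF-beta at 500 pg/mL final, and were incubated 18 hours at 37 degrees C. Viability was read by CellTiter-Glo luminescence. Media-only wells were set as complete cell-killing and DMSO as no toxicity.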
A549 tox – Nrf2 qHTS screen for inhibitors: counterscreen for cytotoxicity; A549 ARE-Fluc cells, CellTiter-Fluor viability, 18-24 h; Potency, µM (top dose mostly 46 µM), inactives show at the top dose activity change, negative = cytotoxicity, hits mostly inhibitors; 390,000 tested, 0.16% active; AID 504648, 2011; also: potency is read from the fitted curve at half-maximal effect; % is scaled to controls: 0 for no effect and ±100 for the full control effect
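Cytotoxicity counterscreen: CellTiter-Fluor fluorescence was measured in A549 ARE_Fluc cells after 18-24 h of compound exposure in a concentration series. The subsequent BugLite luminescent read reports ARE-luciferase activity.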
Active calls of the source: *; [ ] = remark or other dose. Unless noted, calls follow the shape of the dose curve; as a rule, active = well fitted curve in the direction sought with a large enough effect; inconclusive = small, poorly fitted or top-dose-only effect, or another doubt; inactive = no such curve, though single readings can be large; an effect the other way counts as inactive or inconclusive.

For CCC1CN(C(=O)Nc2ccc(C(=O)O)cc2)c2cc(Cl)ccc2O1 (stereo not given) the results were S2 tox inactive, Nrf2 activator -0.6%, Nrf2 block 4%, ATXN2 expr inh 10%, TGFb inhibitor -27%, HepG2 tox -32% and A549 tox 6%.
`COc1ccc(-c2cc(C(F)(F)F)nc(SCC(=O)N3CC(C)OC(C)C3)n2)cc1OC` (stereo not given) gave S2 tox inactive, IL-2 act -2.3, Nrf2 activator 2.2%, Nrf2 block -9%, ATXN2 expr inh -3%, EPAC2 ag -3%, TGFb inhibitor 7%, HepG2 tox -8% and A549 tox -6%.
`CC(C)(C)NC(=O)COC(=O)CNC(=O)C1CCCCC1` gave Nrf2 block -11%, TGFb inhibitor 7%, HepG2 tox 11% and A549 tox -14%.
Screening CC(C)NC(=O)C1CCN(C(=O)c2ccc(-c3ccccc3)cc2)CC1 returned S2 tox inactive, IL-2 act 0.2, Nrf2 activator 0.3%, Nrf2 block -30%, ATXN2 expr inh 24%, EPAC2 ag -7%, TGFb inhibitor 4%, HepG2 tox 0% and A549 tox 1%.
CC(C)c1nc2ccc(C(=O)O)cc2[nH]1 was read as S2 tox inactive, IL-2 act 1.5, Nrf2 activator 0.2%, Nrf2 block 8%, ATXN2 expr inh inconclusive, EPAC2 ag 2%, TGFb inhibitor -1%, HepG2 tox -5% and A549 tox 0%.
`Cc1cc(C)c(NC(=O)CCN2C(=O)c3ccccc3S2(=O)=O)c(C)c1` gave S2 tox inactive, IL-2 act 0.4, Nrf2 activator -0.1%, Nrf2 block -17%, ATXN2 expr inh 34%, EPAC2 ag 3%, TGFb inhibitor 5%, HepG2 tox 12% and A549 tox 0%.
Screening CSc1ncnc2c1ncn2CCCNCCc1ccccn1 returned S2 tox inactive, IL-2 act -1.1, Nrf2 activator 0.0%, ATXN2 expr inh 1%, EPAC2 ag 8%, TGFb inhibitor -23% and HepG2 tox -22%.
O=C(NCCCN=C1NS(=O)(=O)c2ccccc21)c1ccc(S(=O)(=O)N2CCOCC2)cc1 was read as S2 tox inactive, IL-2 act 1.4, Nrf2 activator -0.6%, Nrf2 block 6%, ATXN2 expr inh 3%, EPAC2 ag 3%, TGFb inhibitor -8%, HepG2 tox -1% and A549 tox -4%.
COc1ccc(/C=N/NC(=O)CN(c2ccc(OC)cc2)S(=O)(=O)c2ccccc2)cc1 was read as S2 tox inactive, IL-2 act 0.7, Nrf2 activator 0.2%, Nrf2 block 0%, EPAC2 ag 19%, TGFb inhibitor -6%, HepG2 tox -16% and A549 tox 5%.
Cc1sc(NC(=O)c2ccco2)c(CN2CCC(C)CC2)c1C was read as S2 tox inactive, IL-2 act 4.0, Nrf2 activator inconclusive, Nrf2 block -9%, ATXN2 expr inh -17%, EPAC2 ag -1%, TGFb inhibitor -16%, HepG2 tox -26% and A549 tox 2%.
`Cc1ccc(NS(=O)(=O)c2csc(C(N)=O)c2)c(C)c1` gave S2 tox inactive, IL-2 act 0.6, Nrf2 activator 0.1%, Nrf2 block -18%, EPAC2 ag 7%, TGFb inhibitor -10%, HepG2 tox -16% and A549 tox 1%.
`CCOC(=O)N1CCN(Cc2ccc3c(c2)OCO3)CC1` gave S2 tox inactive, IL-2 act 0.4, Nrf2 activator -1.5%, Nrf2 block -2%, ATXN2 expr inh -12%, EPAC2 ag 10%, TGFb inhibitor 4%, HepG2 tox 2% and A549 tox 5%.

4 structures from above, ordered by molecular weight, smallest number first:
Screening CSc1ncnc2c1ncn2CCCNCCc1ccccn1 returned S2 tox inactive, IL-2 act -1.1, Nrf2 activator 0.0%, ATXN2 expr inh 1%, EPAC2 ag 8%, TGFb inhibitor -23% and HepG2 tox -22%.
Cc1sc(NC(=O)c2ccco2)c(CN2CCC(C)CC2)c1C was read as S2 tox inactive, IL-2 act 4.0, Nrf2 activator inconclusive, Nrf2 block -9%, ATXN2 expr inh -17%, EPAC2 ag -1%, TGFb inhibitor -16%, HepG2 tox -26% and A549 tox 2%.
`Cc1cc(C)c(NC(=O)CCN2C(=O)c3ccccc3S2(=O)=O)c(C)c1` gave S2 tox inactive, IL-2 act 0.4, Nrf2 activator -0.1%, Nrf2 block -17%, ATXN2 expr inh 34%, EPAC2 ag 3%, TGFb inhibitor 5%, HepG2 tox 12% and A549 tox 0%.
O=C(NCCCN=C1NS(=O)(=O)c2ccccc21)c1ccc(S(=O)(=O)N2CCOCC2)cc1 was read as S2 tox inactive, IL-2 act 1.4, Nrf2 activator -0.6%, Nrf2 block 6%, ATXN2 expr inh 3%, EPAC2 ag 3%, TGFb inhibitor -8%, HepG2 tox -1% and A549 tox -4%.

(list continues)
For CCOC(=O)c1cccc(NC(=O)c2c(NCc3ccccc3)[nH]c(=O)[nH]c2=O)c1 the results were S2 tox inactive, IL-2 act -0.2, Nrf2 activator 0.0%, Nrf2 block 14%, ATXN2 expr inh 13%, EPAC2 ag -9%, TGFb inhibitor -2%, HepG2 tox -11% and A549 tox 0%.
For COc1ccc(-c2cnc3ncnn3c2N)cc1 the results were S2 tox inactive, IL-2 act -3.2, Nrf2 activator -0.6%, Nrf2 block 0%, ATXN2 expr inh -14%[11.3 µM], EPAC2 ag -8%, TGFb inhibitor -2%, HepG2 tox 3% and A549 tox 2%.
For CC(C(=O)O)n1c(C(F)(F)F)nc2ccccc21 (stereo not given) the results were S2 tox inactive, IL-2 act -1.0, Nrf2 activator -1.1%, Nrf2 block -10%, ATXN2 expr inh 1%, EPAC2 ag -5%, TGFb inhibitor 3%, HepG2 tox 7% and A549 tox -2%.
`CCCOC(=O)c1ccc(NC(=O)Oc2ccccc2)cc1` gave S2 tox inactive, IL-2 act -1.2, Nrf2 activator -0.4%, Nrf2 block -3%, ATXN2 expr inh 3%, EPAC2 ag 19%, TGFb inhibitor 1%, HepG2 tox 0% and A549 tox 0%.
For COc1cc(Nc2cc(C)nc3nc(C)nn23)cc(OC)c1OC the results were S2 tox inactive, IL-2 act 1.8, Nrf2 activator 5.0%, Nrf2 block inconclusive, ATXN2 expr inh 1%, EPAC2 ag 12%, TGFb inhibitor 0%, HepG2 tox 0% and A549 tox 7%.
CCCc1nc2ccccc2c2nc(N)nn12 was read as S2 tox inactive, IL-2 act -1.8, Nrf2 activator 0.2%, Nrf2 block 8%, ATXN2 expr inh -20%, EPAC2 ag 6%, TGFb inhibitor 10%, HepG2 tox 1% and A549 tox -8%.
`COc1ccc(C(=O)/C=C/C(=O)N(CC(=O)NC2CCCCC2)Cc2ccccc2)c(O)c1` gave S2 tox inconclusive, IL-2 act -0.4, Nrf2 activator 3.1%, Nrf2 block -27%, ATXN2 expr inh inconclusive, EPAC2 ag -13%, TGFb inhibitor inconclusive, HepG2 tox -7% and A549 tox inconclusive.
Screening CN(C)c1ccc(C=C2C(=O)OC(C)(C)OC2=O)cc1 returned S2 tox inactive, IL-2 act -0.2, Nrf2 activator -0.1%, Nrf2 block 17%, ATXN2 expr inh 1%, EPAC2 ag 1%, TGFb inhibitor 1%, HepG2 tox -4% and A549 tox -7%.
For Cc1nn(-c2ccccc2)c(C)c1NC(=O)COC(=O)CCCOc1ccccc1 the results were S2 tox inconclusive, IL-2 act -0.6, Nrf2 activator -0.7%, Nrf2 block 6%, ATXN2 expr inh 8%, EPAC2 ag -7%, TGFb inhibitor 15%, HepG2 tox 7% and A549 tox 0%.
For Cc1cccc(OCc2nnc(SCC(=O)NC3CCCCC3)n2C)c1 the results were S2 tox inactive, IL-2 act 0.9, Nrf2 activator 0.1%, Nrf2 block 1%, ATXN2 expr inh 2%, EPAC2 ag -1%, TGFb inhibitor -15%, HepG2 tox 1% and A549 tox 3%.
`C=CCn1c(Cc2ccc(OCC)cc2)nnc1SCC(N)=O` gave S2 tox inactive, IL-2 act -1.6, Nrf2 activator -1.1%, Nrf2 block 1%, ATXN2 expr inh 1%, EPAC2 ag -1%, TGFb inhibitor 0%, HepG2 tox -13% and A549 tox -10%[1.84 µM].
Screening O=C(Nc1ccccc1N1CCCC1)C1CCN(C(=O)c2ccc(Cl)cc2)CC1 returned S2 tox inactive, IL-2 act -0.2, Nrf2 activator 0.3%, Nrf2 block -10%, ATXN2 expr inh -6%, EPAC2 ag 7%, TGFb inhibitor -12%, HepG2 tox 39% and A549 tox -1%.
Screening Cc1ccc(S(=O)(=O)N2CCN(C(=O)c3c(C)nn(-c4ccccc4)c3Cl)CC2)cc1 returned S2 tox inactive, IL-2 act -0.9, Nrf2 activator 0.4%, Nrf2 block 5%, ATXN2 expr inh -2%, EPAC2 ag 24%, TGFb inhibitor 1%, HepG2 tox -2% and A549 tox 11%.
CCOc1ccc(NC(=O)CCC(=O)NNC(=O)c2ccc(Br)o2)cc1 was read as S2 tox inactive, IL-2 act -2.0, Nrf2 activator -0.4%, Nrf2 block -18%, ATXN2 expr inh -13%, EPAC2 ag 9%, TGFb inhibitor -1%, HepG2 tox -19% and A549 tox 4%.
Cc1ccc(C(=O)NCCc2ccccn2)cc1S(=O)(=O)N1CCOCC1 was read as S2 tox inactive, IL-2 act 8.3, Nrf2 activator 0.0%, Nrf2 block 1%, ATXN2 expr inh 17%, EPAC2 ag 7%, TGFb inhibitor 7%, HepG2 tox -1% and A549 tox 1%.

Screens from PubChem BioAssay.
